E-selectin induc: induces E-selectin expression in human endothelial cells; 0.37% of 260,000 active; P16581; HUVEC E-selectin immunofluorescence imaging; normalized: neutral wells 0, TNF-alpha wells 100; activation, % at 7.58 µM;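 active = mean E-selectin-positive cell signal at least 10% of the positive control, reached in at least 60% of replicates, without over 20% cell loss; inconclusive = no rule given, readout overlaps actives, possibly toxicity-flagged; inactive = the rest, including those meeting only one limit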;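 note: in these data hits start at about 27%; measured in HUVEC primary endothelial cells; signal is the percent of cells scored E-selectin positive by PE staining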
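Read-out basis: % PE-positive cells; Test system: HUVEC primary endothelial cells; Technique: immunofluorescence imaging; Dosing: single-point compound dose.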
ERp5 block: inhibitors of human ERp5. Q15084. ERp5 insulin aggregation, absorbance 650 nm, 90 min. inhibition, % at 9.99 µM. 0.05% of 350,000 active;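 active = mean replicate inhibition above about 25%, with every replicate also reaching it, limit read from the data, passing the limit was not always enough; inconclusive = only one of those two criteria met; inactive = neither criterion met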
ERAP1 HTS inh: ERAP1 (human) enzyme inhibition | inhibition, % at 10.7 µM | AID 652197 | 0.15% of 340,000 active | Q9NZ08 | recombinant ERAP1, Leu-AMC fluorescence, 60 min;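 active = mean replicate inhibition of at least 30%, or all replicates individually reaching that 30% level; inactive = mean below 30% and not every replicate reaching it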;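 note: 0% = neutral control wells and 100% = L-leucinethiol positive control wells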
Target sequence (Q9NZ08 whole entry, looked up): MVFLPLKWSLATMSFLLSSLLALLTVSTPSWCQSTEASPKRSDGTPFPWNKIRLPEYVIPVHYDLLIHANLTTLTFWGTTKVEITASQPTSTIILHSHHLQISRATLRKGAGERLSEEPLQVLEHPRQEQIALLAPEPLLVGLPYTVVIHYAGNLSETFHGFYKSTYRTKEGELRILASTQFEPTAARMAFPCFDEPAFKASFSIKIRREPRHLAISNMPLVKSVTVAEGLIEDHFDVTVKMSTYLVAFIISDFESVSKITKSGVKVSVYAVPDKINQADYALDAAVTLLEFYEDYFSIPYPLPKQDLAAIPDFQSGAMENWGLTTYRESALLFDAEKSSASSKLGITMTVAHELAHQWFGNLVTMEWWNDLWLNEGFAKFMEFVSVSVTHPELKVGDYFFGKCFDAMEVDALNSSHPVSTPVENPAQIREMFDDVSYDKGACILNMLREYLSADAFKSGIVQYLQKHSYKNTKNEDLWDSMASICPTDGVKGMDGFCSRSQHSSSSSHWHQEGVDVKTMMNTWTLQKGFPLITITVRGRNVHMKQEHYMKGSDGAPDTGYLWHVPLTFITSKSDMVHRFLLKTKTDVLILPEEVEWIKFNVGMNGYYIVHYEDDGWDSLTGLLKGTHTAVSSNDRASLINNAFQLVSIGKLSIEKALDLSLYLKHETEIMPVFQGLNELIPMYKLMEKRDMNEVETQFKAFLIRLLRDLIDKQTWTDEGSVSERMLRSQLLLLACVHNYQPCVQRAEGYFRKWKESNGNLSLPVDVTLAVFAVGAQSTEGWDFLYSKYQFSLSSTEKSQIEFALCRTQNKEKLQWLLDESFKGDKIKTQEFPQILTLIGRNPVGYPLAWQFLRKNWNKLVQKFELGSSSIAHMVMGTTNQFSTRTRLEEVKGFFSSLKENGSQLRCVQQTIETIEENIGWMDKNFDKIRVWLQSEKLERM
S100A4 MyoIIA: inhibitors of human S100A4 binding to myosin IIA peptide | P26447 | S100A4/TAMRA-MyoIIA peptide fluorescence polarization | inhibition, % at 10.7 µM | 0.14% of 360,000 active | AID 652163;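 active = mean inhibition of at least 70% across replicates, with every replicate also reaching that level; inconclusive = mean inhibition reaches 70% but some replicates fall short; inactive = mean inhibition below 70%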
Target sequence (P26447 whole entry, looked up): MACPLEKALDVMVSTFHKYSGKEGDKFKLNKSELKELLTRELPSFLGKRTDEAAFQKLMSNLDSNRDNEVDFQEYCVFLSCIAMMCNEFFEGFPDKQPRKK
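Test system: S100A4 monomer protein. Medium: HEPES buffer with Ca2+, pH 7.2. Reagent: fluorescent myosin IIA peptide, 5 nM. Compound dosing: single-point compound testing. Timing: 5 min between mix addition and reading. Benchmarks: DMSO neutral and TFP positive wells.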
RAD54 branch: RAD54 (human) branch migration inhibition | Q92698 | RAD54 Holliday junction branch migration, FAM/BHQ fluorescence | inhibition, % at 10.4 µM | 0.14% of 360,000 active | AID 602329;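 active = mean normalized replicate activity at least 40 and at least half of replicates scoring 40 or more; inconclusive = only one of the two criteria met; inactive = mean below 40 and under half of replicates reaching 40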;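 note: 0% = median of neutral control wells and 100% = median of positive control wells; inhibitors cause a drop in the FAM fluorescence signal; in these data hits start at about 50%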
RAD52 inh: RAD52 (human) annealing inhibition. inhibition, % at 18.7 µM. 0.46% of 360,000 active. P43351. recombinant RAD52 DNA annealing, FRET fluorescence;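 active = every replicate showing at least 50% inhibition; inconclusive = mean inhibition at least 50% but not in every replicate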
XiGFP reactiv: activators of X-chromosome reactivation in mouse fibroblasts; XiGFP mouse fibroblasts, % GFP-positive cells imaging, 3 d; cells co-treated with 5-aza-dC sensitizer; scaled so ellipticine positive control = 100%; activation, % at 7.58 µM; 0.055% of 360,000 active;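 active = mean normalized replicate activation at least 10% and every replicate at or above 10%; inconclusive = only one of the two criteria met; inactive = mean below 10% and not all replicates reach 10%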;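 note: 0% = median of on-plate neutral control wells and 100% = ellipticine 6 µM median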
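Assay system – SV40-immortalized XiGFP fibroblast cells, line 68-5-11 · Buffer or medium – DMEM supplemented with 5-aza-dC as sensitizing agent · Dosing – one concentration, pinned · Benchmarks – positive control ellipticine, 6 µM final · Times – 3 days compound exposure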
esBAF inh: inhibitors of esBAF chromatin remodeling in mouse ES cells; reporter increase, % at 12.5 µM; 2% of 350,000 active; Bmi1-luciferase knock-in reporter, 24 h; 100% = twice the neutral-well signal; AID 602393; in the data active = activation above about 40%; inconclusive = no clear call, values can overlap the other calls;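 note: 0% = median of the plate's neutral control wells and 100% = double that signal; a rise in the Bmi1 reporter signal indicates esBAF inhibition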
Starred values were filed as active, the others as inactive; ? = inconclusive; . = no result given; & = joins results of further samples.

SMILES	E-selectin induc	ERp5 block	ERAP1 HTS inh	S100A4 MyoIIA	RAD54 branch	RAD52 inh	XiGFP reactiv	esBAF inh
CSc1ccc(S(=O)(=O)NCC(=O)OC2CCOC2=O)cc1[N+](=O)[O-] (centres undefined)	.	-6	2	-3	-21	-9	0.6	-11
O=C(Cc1ccc(Cl)cc1)NCCS(=O)(=O)N1CCN(c2ccccc2)CC1	2.2	-3	1	-1	0	-5	-0.5	3
CCCc1ccc2oc(C(=O)N3CCN(c4cnccn4)CC3)c(C)c2c1	-0.1	2	-1	-11	-4	-23	0.1	-4
O=C(C1CCC(CNS(=O)(=O)c2cccc3cccnc23)CC1)N1CCc2ccccc21 (centres undefined)	.	10	4	0	-8	-10	1.1	-12
CCN(CC)CCn1cnc2c1c(=O)[nH]c(=O)n2Cc1ccccc1	-0.4	-3	0	49	-5	-9	0.1	-3
S=C(NCCC1=CCCCC1)Nc1ccc(Cl)cc1	0.6	0	3	-2	-2	-9	0.4	64*
CN1C(=O)c2cc(NC(=O)c3cccc(F)c3)ccc2OC[C@H]2O[C@H](CC(=O)N3CCc4ccccc4C3)CC[C@H]21	0.3	10	0	8	2	0	0.0	9
CC1(C(=O)NS(=O)(=O)c2cccc(F)c2)CCN1C(=O)CC1CCCCC1 (centres undefined)	0.2	0	-2	0	5	-7	0.1	1
COc1ccc(F)cc1C(=O)C1CCCN(C(=O)Cc2c(C)noc2C)C1 (centres undefined)	-0.4	-1	13	6	7	-6	0.3	-2
CCCNC(=O)C[C@H]1CC[C@@H]2[C@@H](COc3ccc(NC(=O)c4cccc(F)c4)cc3C(=O)N2C)O1	0.1	8	0	3	-1	4	0.2	-4
COc1ccc(NC(=O)Nc2ccc3c(c2)C(=O)N([C@@H](C)CO)C[C@@H](C)[C@@H](CN(C)C(=O)Nc2ccccc2)OCCCC[C@H](C)O3)cc1	.	1	5	5	-13	8	0.2	-5
O=C(C[C@@H]1C[C@@H]2c3cc(NC(=O)Nc4ccccc4)ccc3O[C@@H]2[C@@H](CO)O1)NC1CCCC1	0.0	-10	0	11	2	6	0.0	4
C[C@H]1CN([C@@H](C)CO)S(=O)(=O)c2ccc(Br)cc2O[C@H]1CN(C)Cc1ccccc1F	-0.1&2.2	-10&3	1&1	3&0	1&3	-14&10	-0.1&-0.9	-1&1
COc1cc(OC)c2c(-c3cccc(-c4ccc(C(F)(F)F)cc4)c3)cc(=O)oc2c1	.	-2	.	-2	-6	-7	0.1	-12
Cc1ccc(S(=O)(=O)N(C)CC(=O)NCCCn2nc(C)cc2C)cc1	-0.2	-8	0	-9	-3	-1	0.3	3
C#CCNC(=O)C[C@H]1C[C@@]2(C(=O)OC)C(=C[C@H](C(C)(C)C)O[C@@H]2C)N(CCC2=CCCCC2)C1=O	-0.1	-4	6	2	.	-7	0.1	.
COc1ccc(-n2ncc3c(=O)n(Cc4c(F)cccc4Cl)cnc32)cc1	2.5	2	4	-7	.	-13	0.2	.
Nn1c(SCc2cn3cc(Cl)ccc3n2)nnc1-c1ccncc1	1.8	-1	4	-2	.	-4	0.1	.
O=C(OCc1ccccc1C(F)(F)F)c1ccc(Br)c(S(=O)(=O)N2CCOCC2)c1	0.8	0	-3	6	1	-9	0.2	1
NC(Cc1ccc(C(F)(F)F)cc1)c1csc(Nc2ccc(C(=O)NCCCO)cn2)n1 (centres undefined)	0.9	-2	0	-7	15	-28	0.4	-2

3 of these compounds in another layout.
canonical_smiles | E-selectin induc | ERp5 block | ERAP1 HTS inh | S100A4 MyoIIA | RAD54 branch | RAD52 inh | XiGFP reactiv | esBAF inh
CCCNC(=O)C[C@H]1CC[C@@H]2[C@@H](COc3ccc(NC(=O)c4cccc(F)c4)cc3C(=O)N2C)O1 | 0.1 | 8 | 0 | 3 | -1 | 4 | 0.2 | -4
S=C(NCCC1=CCCCC1)Nc1ccc(Cl)cc1 | 0.6 | 0 | 3 | -2 | -2 | -9 | 0.4 | 64*
CSc1ccc(S(=O)(=O)NCC(=O)OC2CCOC2=O)cc1[N+](=O)[O-] (centres undefined) | . | -6 | 2 | -3 | -21 | -9 | 0.6 | -11

Continued.
SMILES	E-selectin induc	ERp5 block	ERAP1 HTS inh	S100A4 MyoIIA	RAD54 branch	RAD52 inh	XiGFP reactiv	esBAF inh
O=C(COc1ccc(S(=O)(=O)N2CCCCC2)cc1)NCC1CCCO1 (centres undefined)	.	-1	-3	-5	.	-10	0.0	-7
Cc1ccc(S(=O)(=O)Nc2ccc3c(c2)C(=O)N([C@@H](C)CO)C[C@@H](C)[C@H](CN(C)C(=O)Nc2ccc(C(F)(F)F)cc2)O3)cc1	0.6	-3	-2	3	-10	-11	-0.3	6
Cc1ccc(S(=O)(=O)Nc2cc(=O)[nH]c(SCc3ccccc3Cl)n2)cc1	.	3	-5	-2	.	-16	-0.1	.
O=C(C[C@@H]1CC[C@H]2NC[C@@H](O)COC[C@@H]2O1)NC1Cc2ccccc2C1	0.0	-1	0	10	-2	2	0.4	-4
CN(CC(=O)Nc1ccc(F)cc1)C(=O)COC(=O)Cc1cccs1	0.0	-4	1	-1	7	-13	0.0	.
C[C@@H]1CCCCO[C@@H](CN(C)C(=O)NC2CCCCC2)[C@@H](C)CN([C@@H](C)CO)C(=O)c2cc(NC(=O)CCC(F)(F)F)ccc2O1	0.0	1	2	5	-1	-8	-1.1	-2
O=C(COc1ccc2c3c(c(=O)oc2c1)CCCC3)NCc1ccccn1	.	-1	-1	-6	5	-4	0.0	2
O=C(Nc1cccc(F)c1)c1coc(=O)c(Br)c1	.	-3	8	-10	.	-72	-0.1	.
Cc1noc(C)c1NC(=O)N(C)C[C@@H]1Oc2c(NC(=O)c3ccncc3)cccc2C(=O)N([C@H](C)CO)C[C@H]1C	?	-2	-1	12	-7	-6	-0.1	-1
O=C(C[C@@H]1CC[C@H](NC(=O)C2CCOCC2)[C@@H](CO)O1)NCC1CCCCC1	3.3	3	-4	5	2	-7	0.4	4
C[C@@H](NC(=O)[C@@H]1[C@@H](CO)[C@@H]2Cn3c(ccc(C4=CCCC4)c3=O)[C@H]1N2C(=O)C1CC1)c1ccccc1	0.0	9	-1	7	.	12	0.2	.
O=[N+]([O-])c1ccc(CCn2ccnc2)cc1	-0.2	2	-1	0	-5	-8	0.1	4
Nc1ncnc2c1ncn2[C@@H]1O[C@H](C(=O)NCCCN2CCCC2=O)[C@@H](O)[C@H]1O	.	-4	2	-15	3	2	0.0	2
C[C@@H]1CN([C@@H](C)CO)C(=O)c2cc(-c3ccncc3)cnc2O[C@H]1CN(C)S(=O)(=O)c1ccc(F)cc1	0.8	-2	-1	10	23	-10	-1.9	3
Cc1ccc(NC(=O)N2CCCC(c3nc(-c4ccc(F)cc4)no3)C2)cc1 (centres undefined)	7.3	2	-9	-2	-9	-9	0.0	1
CCOc1ccc(CN(CC)C(=O)c2ccc3c(c2)[nH]c(=O)c(=O)n3CC)cc1OC	.	1	-3	-71	2	-6	0.0	-2
COc1ccc(NC2CCCN(C(=O)COc3ccc(C)cc3)C2)cc1 (centres undefined)	-0.8	-5	-2	13	-5	-4	0.0	-1
C[C@H]1CN(CCc2ccccc2)C(=O)[C@@H]1CC(=O)NCc1ccccc1	.	5	0	4	-10	-8	0.0	14
CN(C)Cc1cn(CC[C@@H]2CC[C@@H](NC(=O)Nc3ccccc3F)[C@@H](CO)O2)nn1	0.3&4.6	-7&0	1	19&-3	-5	-5&-2	-0.2&0.0	-4
Cc1nn(C)cc1CN(C)C(=O)CCc1nnc(CCC2CCCCC2)o1	-0.4	-4	.	-4	.	-4	0.1	13
O=C(N/N=C/c1cccc([N+](=O)[O-])c1)C(=O)N1CCCCCC1	-0.7	0	0	1	-5	-5	0.0	5
COc1ccc(C(=O)NCCCN2CCOCC2)cc1	.	4	1	2	6	-11	0.3	-7
CN(C)C(=O)C[C@H]1C[C@H]2c3cc(NC(=O)Nc4ccc(F)cc4)ccc3O[C@H]2[C@@H](CO)O1	-0.2	0	-1	1	-6	-3	0.1	-1
COc1ccc(S(=O)(=O)N2CCC(C(=O)NCc3ccncc3)CC2)cc1	.	4	-5	2	1	-12	0.0	-9
CCc1c(C)sc(NC(=O)CC#N)c1C#N	.	-2	1	-5	-15	-66	.	-5
NC(=O)CCn1c2ccccc2c2ccccc21	.	-4	-1	0	.	-24	-0.1	.
Cn1c(CC(=O)Nc2ccccc2Cl)nnc1SCC(=O)NC1CCCCC1	.	0	-1	-4	-4	-1	-0.1	-4
C/C(=N\NC(=O)c1nnn(-c2nonc2N)c1CSc1ccc(Cl)cc1)c1ccco1	.	2	1	-2	8	-12	0.3	-2
Cc1ccc(NC(=O)OCCN2CCN(Cc3ccccc3)CCC2=O)cc1C	-0.1	-1	.	2	-4	-20	0.0	-5
FC(F)(F)c1cccc(-c2nc3nc(Cl)c(Cl)nc3[nH]2)c1	.	0	0	-30	-16	-96	.	-34
NC(=O)c1ccc(Nc2ccc3nonc3c2[N+](=O)[O-])cc1	.	-1	0	0	-1	-35	0.0	-4
Cc1ccc2nc(COC(=O)CNC(=O)c3ccccc3)cn2c1	-0.1	-6	-1	-5	10	-1	0.0	1
COc1ccc(C(=O)CSc2nnc(CNC(=O)c3ccco3)n2C)cc1	.	3	-1	-17	.	-9	0.1	.
CNc1cc(-c2cccc(C(=O)N3CCOCC3)c2)ncn1	-0.1	1	-2	2	8	-7	0.0	-4
COCCN1C(=O)N(c2cccc(OC)c2)C(=O)C1CC(=O)Nc1ccc(Cl)cc1 (centres undefined)	0.5	1	-2	-2	-13	-9	0.0	-2
Cc1[nH]c2ccccc2c1-c1csc(N)n1	0.1	1	.	-20	-4	-16	-0.1	6
COc1ccc(CCNC(=O)CS(=O)(=O)Cc2nc(-c3ccccc3Cl)oc2C)cc1OC	0.9	2	3	-12	0	-9	0.3	-1
O=C(COc1ccc(S(=O)(=O)Nc2ccc(Cl)cc2)cc1)N1CCOCC1	-0.5	1	1	3	-4	3	0.0	6
Cc1oc(-c2ccc(Cl)cc2)nc1CN1CCC(C(=O)N2CCN(Cc3ccccc3)CC2)CC1	1.2	7	.	-9	1	-56	0.2	-11
COc1ccc(NC(=O)N(C)C[C@@H]2Oc3ncc(-c4ccc(C#N)cc4)cc3C(=O)N([C@@H](C)CO)C[C@@H]2C)cc1	-0.1	-1	1	2	4	8	-0.7	3
CC(C)=CCN1CCN(Cc2cnc(-c3ccccc3)s2)CC1CCO (centres undefined)	3.0	-2	.	-1	-4	-13	0.4	-10
Cc1cc(C)c(S(=O)(=O)N2CCN(C(=O)C3COc4ccccc4O3)CC2)c(C)c1 (centres undefined)	.	1	-7	0	-3	-7	0.0	6
CC(C)c1ccc(S(=O)(=O)N2CCN(C(C)C(=O)NC3CCCC3)CC2)cc1 (centres undefined)	.	-5	-1	4	-3	-6	-0.3	-10
O=C(C[C@@H]1C[C@@H]2c3cc(NC(=O)Nc4ccc(C(F)(F)F)cc4)ccc3O[C@@H]2[C@@H](CO)O1)NC1CCCCC1	3.5	-2	1	0	1	-3	0.3	1
COc1ccc(NC(=O)CN(C)C(=O)c2cn(-c3ccccc3)nc2-c2ccc(Cl)cc2)cc1	.	-5	-6	-4	4	-11	0.0	-2

From PubChem BioAssay
